OX1R antag-1 = OX1R (HCRTR1) antagonists, primary screen, fluorescence, CHO/OX1R cells, Fluo-8 calcium, orexin A; inhibition, % at 5 µM; Fluo-8 calcium fluorescence; hit rate 0.43% among 330,000; AID 434989, 2010;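 active = inhibition above its plate's threshold, mean inhibition of all tested compounds on the plate plus 3 SD, cut at about 37% in these data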;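 note: 0% = orexin A challenge wells and 100% = SB-334867-A antagonist wells; not every result past the cut was called active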
Target sequence (O43613 whole entry, looked up): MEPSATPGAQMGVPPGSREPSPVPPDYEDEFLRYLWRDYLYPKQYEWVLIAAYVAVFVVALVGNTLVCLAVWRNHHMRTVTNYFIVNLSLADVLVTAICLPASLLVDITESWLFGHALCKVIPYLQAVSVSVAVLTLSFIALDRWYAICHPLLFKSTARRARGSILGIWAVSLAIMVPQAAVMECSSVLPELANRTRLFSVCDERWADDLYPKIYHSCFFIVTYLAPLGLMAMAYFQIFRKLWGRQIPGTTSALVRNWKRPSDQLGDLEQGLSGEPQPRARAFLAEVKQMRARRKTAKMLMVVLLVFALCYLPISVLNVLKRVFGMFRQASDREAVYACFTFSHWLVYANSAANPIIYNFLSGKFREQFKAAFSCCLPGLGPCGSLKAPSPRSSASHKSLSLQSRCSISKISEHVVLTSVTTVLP
OX1R antag-2 = antagonists of human orexin 1 receptor (OX1R) | AID 485270, 2010 | OX1R-expressing cells, FRET antagonist read-out | hit rate 1.8% among 330,000 | inhibition, % at 6.6 µM | Orexin/Hypocretin receptor type 1 (Homo sapiens), O43613; in the data active = inhibition mostly above about 38%, no sharp cut-off; inactive = mostly below about 40%;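 note: 0% = agonist challenge alone and 100% = reference antagonist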
An asterisk follows results filed as active.

For CCCCCn1c(CN2CCN(c3cccc(Cl)c3)CC2)nc2c1c(=O)[nH]c(=O)n2C the results were OX1R antag-1 -43 and OX1R antag-2 5.
`CCOc1ccc(S(=O)(=O)NCCC(=O)N2CCN(c3ccccc3O)CC2)cc1` gave OX1R antag-1 -24 and OX1R antag-2 9.
For O=C(Nc1ccc(CN2CCOCC2)cc1)c1ccc(F)cc1 the results were OX1R antag-1 -16 and OX1R antag-2 7.
`CSCCC(NS(=O)(=O)c1ccc2c(c1)OCCO2)C(=O)N(C)Cc1ccccc1F` (centres undefined) gave OX1R antag-1 -19 and OX1R antag-2 9.
For CCOC(=O)Nc1ccc(NC(=O)c2ccccc2F)cc1 the results were OX1R antag-1 -1 and OX1R antag-2 23.
O=C1CC(C(=O)Nc2ccc(Cl)c(Cl)c2)S/C(=N\N=C\c2ccco2)N1 (centres undefined) was read as OX1R antag-1 -5 and OX1R antag-2 12.
Screening COc1ccc(-c2nn(-c3ccccc3)cc2C(=O)NC(=S)Nc2cc(Cl)ccc2Cl)cc1 returned OX1R antag-1 2 and OX1R antag-2 7.
Screening Cc1ccc(Cl)cc1N1CCN(C(=O)c2noc(C)c2[N+](=O)[O-])CC1 returned OX1R antag-1 -23 and OX1R antag-2 18.
For COc1ccc(-c2c(-c3ccsc3)oc(=O)c3cc(OC)c(OC)cc23)cc1 the results were OX1R antag-1 -17 and OX1R antag-2 6.
Screening COC(=O)C(CC(C)C)NC(=O)c1ccc([N+](=O)[O-])c(C)c1 (centres undefined) returned OX1R antag-1 -13 and OX1R antag-2 36.
`C=CCn1c(SCc2nc3ccccc3c(=O)[nH]2)nc2sc3c(c2c1=O)CCCC3` gave OX1R antag-1 -33 and OX1R antag-2 7.
For ON=C1c2cc(OCCN3CCCCC3)ccc2-c2ccc(OCCN3CCCCC3)cc21 the results were OX1R antag-1 -4 and OX1R antag-2 6.
For COC(=O)c1ccc(/C=N/N2CCN(Cc3ccccc3Cl)CC2)cc1 the results were OX1R antag-1 -6 and OX1R antag-2 6.
For Cc1cccc(OCC(=O)Nc2ccncc2)c1 the results were OX1R antag-1 -13 and OX1R antag-2 12.
For Cc1nc(Nc2c(Cl)cccc2Cl)sc1C(=O)Nc1ccccc1 the results were OX1R antag-1 -10 and OX1R antag-2 33.
For C/C(=N\NC(=O)c1ccc(CSc2nncn2C)cc1)c1ccc2ccccc2c1 the results were OX1R antag-1 5 and OX1R antag-2 13.
Screening O=C(NCCN1C(=O)C2C3C=CC(C3)C2C1=O)Nc1ccccn1 (centres undefined) returned OX1R antag-1 -1 and OX1R antag-2 7.
CC(C)Oc1cccc(C(=O)NC(=S)Nc2cccnc2)c1 was read as OX1R antag-1 -14 and OX1R antag-2 11.
Screening CCn1c(-c2sc(-c3ccccc3)nc2C)n[nH]c1=S returned OX1R antag-1 -11 and OX1R antag-2 36.
`O=c1[nH]c2c(s1)C(c1ccccc1)C1C3CCC(C3)C1S2` (centres undefined) gave OX1R antag-1 -25 and OX1R antag-2 19.
For CCN(c1ccc(NC(=O)COC(=O)c2ccc(C)s2)cc1)C(C)C the results were OX1R antag-1 -24 and OX1R antag-2 24.
COc1ccc(C2CC(c3ccccc3Cl)Nc3ncnn32)cc1OC (centres undefined) was read as OX1R antag-1 -14 and OX1R antag-2 25.
`COCCCNC(=O)CCC(=O)NNc1nc2ccccc2c2nc(-c3ccccc3)nn12` gave OX1R antag-1 33 and OX1R antag-2 95*.
Cc1ccc(C(c2nnnn2CS(=O)(=O)c2ccc(C)cc2)N2CCCC2)cc1 (centres undefined) was read as OX1R antag-1 -28 and OX1R antag-2 17.

Of the compounds above, ten contain a halogen.
For CCCCCn1c(CN2CCN(c3cccc(Cl)c3)CC2)nc2c1c(=O)[nH]c(=O)n2C the results were OX1R antag-1 -43 and OX1R antag-2 5.
For O=C(Nc1ccc(CN2CCOCC2)cc1)c1ccc(F)cc1 the results were OX1R antag-1 -16 and OX1R antag-2 7.
`CSCCC(NS(=O)(=O)c1ccc2c(c1)OCCO2)C(=O)N(C)Cc1ccccc1F` (centres undefined) gave OX1R antag-1 -19 and OX1R antag-2 9.
For CCOC(=O)Nc1ccc(NC(=O)c2ccccc2F)cc1 the results were OX1R antag-1 -1 and OX1R antag-2 23.
O=C1CC(C(=O)Nc2ccc(Cl)c(Cl)c2)S/C(=N\N=C\c2ccco2)N1 (centres undefined) was read as OX1R antag-1 -5 and OX1R antag-2 12.
Screening COc1ccc(-c2nn(-c3ccccc3)cc2C(=O)NC(=S)Nc2cc(Cl)ccc2Cl)cc1 returned OX1R antag-1 2 and OX1R antag-2 7.
Screening Cc1ccc(Cl)cc1N1CCN(C(=O)c2noc(C)c2[N+](=O)[O-])CC1 returned OX1R antag-1 -23 and OX1R antag-2 18.
For COC(=O)c1ccc(/C=N/N2CCN(Cc3ccccc3Cl)CC2)cc1 the results were OX1R antag-1 -6 and OX1R antag-2 6.
For Cc1nc(Nc2c(Cl)cccc2Cl)sc1C(=O)Nc1ccccc1 the results were OX1R antag-1 -10 and OX1R antag-2 33.
COc1ccc(C2CC(c3ccccc3Cl)Nc3ncnn32)cc1OC (centres undefined) was read as OX1R antag-1 -14 and OX1R antag-2 25.

(cont.)
`COc1ccc(C(=O)n2nc(-c3ccccc3)nc2N)cc1OC` gave OX1R antag-1 -17 and OX1R antag-2 26.
CCCCC#Cc1ccc(C(=O)NNC(=O)Nc2ccccc2)o1 was read as OX1R antag-1 -19 and OX1R antag-2 5.
For Cc1ccc(SCC(=O)Nc2ncc(C)s2)cc1 the results were OX1R antag-1 -18 and OX1R antag-2 23.
For COc1ccc(OCCOC(=O)c2cccc(-n3cnnn3)c2)cc1 the results were OX1R antag-1 -10 and OX1R antag-2 6.
Screening COc1ccc(C(=O)COC(=O)c2c(C)noc2C)cc1Cl returned OX1R antag-1 -34 and OX1R antag-2 4.
For O=C(Cc1cccs1)Nc1nnc(-c2ccc(F)cc2)s1 the results were OX1R antag-1 -11 and OX1R antag-2 3.
`CC1Sc2ccc(S(=O)(=O)N3CCC(C(=O)Nc4cccc(Cl)c4)CC3)cc2NC1=O` (centres undefined) gave OX1R antag-1 30 and OX1R antag-2 14.
COc1cc(-c2noc(CCCC(=O)Nc3cccnc3)n2)cc(OC)c1OC was read as OX1R antag-1 -7 and OX1R antag-2 17.
For Cc1ccc(S(=O)(=O)N2CCN(C(=O)COC(=O)c3ccccc3Cl)CC2)c(C)c1 the results were OX1R antag-1 -13 and OX1R antag-2 8.
For NC(=O)C(Cc1ccccc1)NS(=O)(=O)c1ccc(N2CCCC2=O)cc1 (centres undefined) the results were OX1R antag-1 -14 and OX1R antag-2 13.
For O=[N+]([O-])c1cccc(NC(=S)NCc2ccncc2)c1 the results were OX1R antag-1 -9 and OX1R antag-2 29.
Screening CCOC(=O)c1c(-c2ccc(F)cc2)cn2ccccc12 returned OX1R antag-1 -23 and OX1R antag-2 16.
For COCCn1c(SCC(=O)c2ccccc2)nc2c(c1=O)SCC2 the results were OX1R antag-1 -9 and OX1R antag-2 18.
`Cc1onc(-c2c(F)cccc2Cl)c1C(=O)N(C)CC(=O)Nc1cccc(F)c1` gave OX1R antag-1 -12 and OX1R antag-2 22.
`NC(=O)C[C@H](NC(=O)c1ccc(Cl)cc1)C(=O)OCc1ccccc1` gave OX1R antag-1 0 and OX1R antag-2 6.
Screening Cn1nnnc1SCCNCc1ccc(Cl)cc1 returned OX1R antag-1 -29 and OX1R antag-2 16.
Screening CCOc1cc2c(cc1/C=C1/NC(=O)N(CC(=O)OC)C1=O)OCO2 returned OX1R antag-1 -13 and OX1R antag-2 18.
Screening C[N+](C)(C)CCCCCC(=O)/C=N/O returned OX1R antag-1 1 and OX1R antag-2 6.
CC(=O)NC1C(OCc2ccccc2)OC(CO)C(OC(C)=O)C1OC(C)=O (centres undefined) was read as OX1R antag-1 1 and OX1R antag-2 3.
`Cc1nn(Cc2ccc(F)cc2)c(C)c1NC(=O)c1cc(-c2ccco2)on1` gave OX1R antag-1 16 and OX1R antag-2 21.
Screening COc1ccc2oc(C(=O)N(C)Cc3ccc4c(c3)OCCO4)c(C)c2c1 returned OX1R antag-1 -23 and OX1R antag-2 26.
For COc1cc(/C=N/NC(=O)COc2cc(C)cc(C)c2)ccc1OS(=O)(=O)c1ccc(C)cc1 the results were OX1R antag-1 -17 and OX1R antag-2 16.
For CCOC(=O)N1CCN(C(=O)C2CCCN(S(=O)(=O)c3c(C)cc(C)cc3C)C2)CC1 (centres undefined) the results were OX1R antag-1 -38 and OX1R antag-2 12.
`CCOc1ccccc1N1CCN(S(=O)(=O)c2cc(C)ccc2OC)CC1` gave OX1R antag-1 -11 and OX1R antag-2 26.
Screening C=CC[n+]1c(C)csc1Nc1ccc(C)cc1 returned OX1R antag-1 -21 and OX1R antag-2 42.
O=C(CNC(=O)c1cccnc1)N/N=C/c1ccc(O)cc1O was read as OX1R antag-1 4 and OX1R antag-2 27.
O=C(c1c(F)c(F)c(F)c(F)c1F)N1CCc2ccccc21 was read as OX1R antag-1 -18 and OX1R antag-2 17.
`COc1ccc(NC(=O)C/C(C)=N/NC(=O)c2cnccn2)c(OC)c1` gave OX1R antag-1 -14 and OX1R antag-2 23.
Screening Cn1nnnc1SCC(=O)NCCCc1ccccc1 returned OX1R antag-1 -14 and OX1R antag-2 21.
Screening CS(=O)(=O)N(CC(=O)NCc1cccnc1)C1CCCCC1 returned OX1R antag-1 -11 and OX1R antag-2 6.
`COc1cc(/C=N/NC(N)=O)ccc1OC(=O)c1cccs1` gave OX1R antag-1 9 and OX1R antag-2 33.
For C/C(=N\NC(=O)CNC(=O)c1cccnc1)c1cccc(O)c1 the results were OX1R antag-1 -5 and OX1R antag-2 4.
For COc1cc(-c2nc(-c3cccc(C)c3)no2)cc(OC)c1OC the results were OX1R antag-1 -39 and OX1R antag-2 35.
For CCOC(=O)N1CCC(NC(=O)C2CCCN(S(C)(=O)=O)C2)CC1 (centres undefined) the results were OX1R antag-1 -12 and OX1R antag-2 2.
Screening COC(=O)c1ccc(Cl)cc1NC(=O)/C=C/c1ccc(C)o1 returned OX1R antag-1 -17 and OX1R antag-2 5.
CCN(CC)C(=O)COc1ccc2oc(C)c(C(=O)OC(C)C)c2c1 was read as OX1R antag-1 -22 and OX1R antag-2 11.
For NCCOc1ccccc1Cc1ccccc1 the results were OX1R antag-1 -17 and OX1R antag-2 11.
For COc1cc(NC(=O)CN2CCC(C)CC2)c(C)cc1[N+](=O)[O-] the results were OX1R antag-1 -6 and OX1R antag-2 21.
Cc1ccc(C(=O)NNC(=O)CSc2nnc(C(C)C)n2C)cc1 was read as OX1R antag-1 -23 and OX1R antag-2 6.
`COc1ccc(-c2nn(-c3ccccc3)cc2/C=N/NC(=S)NC(C)C)cc1OC` gave OX1R antag-1 -21 and OX1R antag-2 4.
Screening O=c1oc2cc(Cl)ccc2n1CSc1nc2ccccc2s1 returned OX1R antag-1 -34 and OX1R antag-2 41.
`CCCCN(C)C(=O)C1CCC(CNS(=O)(=O)c2ccc3c(c2)CC(C)N3C(C)=O)CC1` (centres undefined) gave OX1R antag-1 -22 and OX1R antag-2 14.
Screening C[C@H](CO)N1C[C@H](C)[C@@H](CN(C)C)Oc2c(NC(=O)C3CC3)cccc2C1=O returned OX1R antag-1 -7 and OX1R antag-2 0.
Screening COc1ccc(CN(Cc2nc3ccccc3c(=O)[nH]2)C(=O)NC2CCCCC2)cc1 returned OX1R antag-1 -28 and OX1R antag-2 16.
COC(=O)CN1C(=O)[C@H]2[C@@H](/C=C/c3ccccc3)N3C(=O)CN(Cc4ccccn4)C(=O)[C@@]3(Cc3ccccc3)[C@H]2C1=O was read as OX1R antag-1 -22 and OX1R antag-2 -1.
COc1cccc(NC(=O)N2CCc3ccccc3C2)c1 was read as OX1R antag-1 -20 and OX1R antag-2 11.
Screening COc1cccc(-c2nc(CS(=O)(=O)CC(=O)NC3CC3)c(C)o2)c1 returned OX1R antag-1 -15 and OX1R antag-2 -1.
`O=C(COC(=O)c1ccccc1NCCO)Nc1cc(C(F)(F)F)ccc1N1CCOCC1` gave OX1R antag-1 -35 and OX1R antag-2 12.
O=C1C2CC=CCC2C(=O)N1c1ccc(NCCc2ccc(O)cc2)c([N+](=O)[O-])c1 (centres undefined) was read as OX1R antag-1 4 and OX1R antag-2 22.
For Cc1ccccc1NS(=O)(=O)c1ccc2[nH]cc(C(=O)N(C)Cc3ccco3)c(=O)c2c1 the results were OX1R antag-1 -5 and OX1R antag-2 7.
For CC(=O)Nc1ccc2c(CSc3nnc(N)s3)cc(=O)oc2c1 the results were OX1R antag-1 -7 and OX1R antag-2 30.
For O=S(=O)(c1ccccc1)[C@@]1(c2ccccc2)C[C@@H]2ON=C(c3cccc(Br)c3)[C@@H]2C1 the results were OX1R antag-1 -43 and OX1R antag-2 9.
Screening Cc1ccc2[nH]c(=O)c(CN(Cc3ccco3)S(=O)(=O)c3c(C)ccc4nsnc34)cc2c1 returned OX1R antag-1 -16 and OX1R antag-2 19.
`Cc1ccc(C2=NNC(c3ccc(Cl)cc3)=Nc3ccccc32)o1` gave OX1R antag-1 -20 and OX1R antag-2 26.
`Cc1ccc(-c2ccc(SCC(=O)N3CCCc4ccccc43)nn2)cc1` gave OX1R antag-1 -43 and OX1R antag-2 19.
CC(C)N(Cc1ccccc1)C(=O)COC(=O)c1cnc(Cl)c(Cl)c1 was read as OX1R antag-1 5 and OX1R antag-2 25.
Screening O=c1[nH][nH]cc1C=Nc1ccc(Oc2ccccc2)cc1 returned OX1R antag-1 -5 and OX1R antag-2 23.
For COc1ccc(NS(=O)(=O)c2ccc3c(c2)oc(=O)n3C)cc1Cl the results were OX1R antag-1 -19 and OX1R antag-2 16.
`CCCCCC(=O)N/N=C/c1ccc([N+](=O)[O-])o1` gave OX1R antag-1 6 and OX1R antag-2 36*.
`COc1ccc(OC)c(-c2csc(NC(=O)C3COc4ccccc4O3)n2)c1` (centres undefined) gave OX1R antag-1 -39 and OX1R antag-2 26.
For CC(/C=C1\SC(=S)N(NS(=O)(=O)c2ccc(C)cc2)C1=O)=C\c1ccccc1 the results were OX1R antag-1 -14 and OX1R antag-2 26.
